Screening results: PubChem BioAssay, National Center for Advancing Translational Sciences (NCATS)
USP2a block – blocks human ubiquitin-specific protease USP2a; O75604; 0.01% of 330,000 active; Potency, µM (top dose mostly 38.3 µM), inactives show at the top dose activity change, negative = inhibition, most hits filed as inhibitors; USP2 core, Ub-CHOP2 coupled fluorogenic reporter, 485/531;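 note: potency is the fitted concentration of half-maximal effect; plate controls were DMSO wells for no effect and full inhibition by NEM control for full effect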
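Deubiquitinase activity read as fluorescence (485/531 nm) after Ub-CHOP2 cleavage activates the enterokinase reporter on its substrate; USP2 core 10nM, Ub-CHOP2 and substrate 25nM each, 30min compound preincubation then 60min RT; data normalized to NEM, curves fitted.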
Giardia kill – kills Giardia lamblia | 0.15% of 340,000 active | Giardia lamblia trophozoite viability | activity change, % at 7.66 µM, hits read low; in the data active = activity change below about -80%; inconclusive = between about -30% and that limit;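 note: parasites exposed to compound for two days anaerobically before the ATP read; % is set by controls: 0 for no effect and ±100 for the full control effect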
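Luminescent ATP signal served as the viability read-out, measured 15-30 min after adding ATP detection reagent to trophozoites that had been incubated with compounds for 48 hrs at 37 deg C anaerobically at 100 cells/well.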
GALK inh – blocks human galactokinase activity; Purified GALK, Kinase-Glo residual ATP luminescence; Potency, µM (top dose mostly 57.5 µM), inactives show top-dose activity change, negative = inhibition, actives largely listed as inhibitors; 0.007% of 270,000 active; note: potency is the fitted concentration of half-maximal effect; % is set by controls: 0 for no effect and ±100 for the full control effect
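ATP-depletion format; final 35 uM ATP, 100 uM D-galactose, 5 nM enzyme; pH 8.0 HEPES/Mg2+ buffer; 60 min RT; luminescence read 10 min after detection reagent.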
PKM2 act – activators of human pyruvate kinase M2. P14618. purified PKM2, Kinase-Glo ATP luminescence, activation; response scale: 0% is enzyme alone, no compound. Potency, µM (highest dose often 57.5 µM), for the others: at the top dose activation, most hits filed as activators. 0.34% of 260,000 active. AID 1631; note: potency is the fitted concentration of half-maximal effect; % is set by controls: 0 for no effect and ±100 for the full control effect; nearly all actives have a fitted effect of over 55% in size
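Purified hPK-M2 (>95%) run at intermediate activity with 0.1 mM ADP and 0.5 mM PEP in 50 mM imidazole pH 7.2, KCl, MgCl2; 1 h room temperature. ATP formed read by Kinase-Glo luminescence; normalized to uninhibited and no-enzyme controls.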
TRPV1 ag – agonists of human vanilloid receptor 1 (TRPV1); AID 540275; TRPV1-expressing cells, Fluo-8 calcium influx, agonist mode; Q8NER1; activation, % at 8.33 µM; 0.19% of 320,000 active; in the data active = activation above about 80%; inconclusive = between about 30% and that limit; note: 0% is about no effect
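Cells expressing TRPV1 were dye-loaded with Fluo-8 and read kinetically: 10 s baseline, 3 min after compound (agonist portion), then 2 min after EC20 capsaicin (allosteric enhancer portion). Calcium-bound dye fluorescence at 480/520 nm.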
B2AR arrestin – recruits beta-arrestin to the human beta2-adrenergic receptor; P07550; beta-arrestin recruitment to beta2AR, cell-based reporter; Potency, µM (doses to about 46.1 µM), inactives show at the highest dose activation, most hits filed as activators; 0.02% of 330,000 active;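 note: potency is the fitted concentration of half-maximal effect; 0% = DMSO controls and full agonism = EC100 isoproterenol or metaproterenol; nearly all actives have a fitted effect of over 65% in size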
KCNH2 3.1 block – inhibitors of human KCNH2 3.1 potassium channel isoform. activity change, % (tested at about 1.8 µM). U2OS KCNH2 3.1, thallium flux FluxOr; hits give low values. 0.95% of 340,000 active;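 active = maximum activity change below -70%; inconclusive = maximum activity change from -70% to -50%; inactive = maximum activity change above -50%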;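 note: thallium influx rate constant from kinetic fluorescence after stimulation buffer; % is set by controls: 0 for no effect and ±100 for the full control effect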
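U2OS cells transduced with KCNH2 3.1 mutant virus (1.77 x 10^8 /mL, 4 h), plated overnight at 37 C, loaded 45 min with FluxOr dye plus Red40 quencher. Thallium flux rate constant from kinetic reads after stimulation buffer, normalised to controls.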
Coupling enz – coupling enzyme interference in Giardia aldolase counter-screen. 0.67% of 290,000 active. coupling enzyme system counterscreen, AmpLite Red fluorescence. activity change, negative = inhibition, % at 58.2 µM, hits read low. AID 2472; in the data active = activity change below about -30%; note: % is set by controls: 0 for no effect and ±100 for the full control effect
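Final compound at 57.5 uM, incubated 10 min at RT with coupling enzyme reagent (glyceraldehyde-3-phosphate), then 20 min with substrate and AmpLite Red detection. Fluorescence read at 525/598 nm; tests interference with the coupling assay, not aldolase inhibition.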
KCNH2 WT inh – inhibitors of human wildtype KCNH2 potassium channel. 0.37% of 340,000 active. activity change, % at 1.84 µM. Q12809. U2OS, BacMam KCNH2, thallium flux FluxOr; hits give low values;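 active = maximum activity change below -70%; inconclusive = maximum activity change between -70% and -50%; inactive = maximum activity change above -50%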; note: % is set by controls: 0 for no effect and ±100 for the full control effect
Target sequence (Q12809 whole entry, looked up): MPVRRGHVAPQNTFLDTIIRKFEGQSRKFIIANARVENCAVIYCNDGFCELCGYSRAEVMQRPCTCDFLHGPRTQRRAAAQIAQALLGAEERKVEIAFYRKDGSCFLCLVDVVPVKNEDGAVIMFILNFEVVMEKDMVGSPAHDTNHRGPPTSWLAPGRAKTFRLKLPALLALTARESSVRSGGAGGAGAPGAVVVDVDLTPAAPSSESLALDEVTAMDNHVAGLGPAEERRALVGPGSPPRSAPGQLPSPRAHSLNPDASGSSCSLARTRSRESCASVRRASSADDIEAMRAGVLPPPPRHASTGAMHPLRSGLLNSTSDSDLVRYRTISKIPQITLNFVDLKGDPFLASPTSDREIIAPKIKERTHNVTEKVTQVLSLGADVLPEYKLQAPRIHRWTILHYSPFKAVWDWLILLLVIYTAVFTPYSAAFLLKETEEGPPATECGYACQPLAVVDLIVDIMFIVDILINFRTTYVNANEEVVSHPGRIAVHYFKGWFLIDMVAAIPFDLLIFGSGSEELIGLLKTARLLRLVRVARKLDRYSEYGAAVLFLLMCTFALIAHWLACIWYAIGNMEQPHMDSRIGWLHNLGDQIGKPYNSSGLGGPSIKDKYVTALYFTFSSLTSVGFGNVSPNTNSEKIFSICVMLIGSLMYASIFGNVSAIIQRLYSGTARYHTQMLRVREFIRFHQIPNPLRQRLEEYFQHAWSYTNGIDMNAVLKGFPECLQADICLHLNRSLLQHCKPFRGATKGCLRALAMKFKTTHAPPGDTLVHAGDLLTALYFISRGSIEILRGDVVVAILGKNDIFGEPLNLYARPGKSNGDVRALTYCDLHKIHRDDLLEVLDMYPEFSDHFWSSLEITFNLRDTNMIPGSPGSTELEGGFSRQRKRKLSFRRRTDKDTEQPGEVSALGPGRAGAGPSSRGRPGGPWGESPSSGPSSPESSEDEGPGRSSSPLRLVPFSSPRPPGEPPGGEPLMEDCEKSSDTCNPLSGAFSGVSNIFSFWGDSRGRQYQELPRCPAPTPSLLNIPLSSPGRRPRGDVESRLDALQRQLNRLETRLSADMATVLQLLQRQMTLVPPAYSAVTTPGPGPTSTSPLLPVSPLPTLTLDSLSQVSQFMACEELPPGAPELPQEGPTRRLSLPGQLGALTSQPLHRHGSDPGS
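U2OS cells were transduced with wild-type KCNH2 virus (2.03 x 10^8 / mL) for 4 h at room temperature, then cultured overnight at 37 C. Thallium flux was read with FluxOr dye. Rate constants were normalized to DMSO controls.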
Menin MLL FP TR – inhibitors of human menin-MLL interaction, mutant MLL peptide. O00255. Menin + Texas Red MLL mutant peptide, fluorescence polarization. Potency, µM (series often up to 61.6 µM), without a hit: top-dose FP activity change, negative = inhibition, usual class: inhibitors. 0.23% of 270,000 active; active = well fitted inhibition curve with a large enough effect in the polarisation, with a control signal flat, not every such curve was filed as active; inconclusive = small, poorly fitted or top-dose-only effect, or effect the other way, or a change in a side signal; inactive = no such curve, though single readings can be large or run the other way; the % refers to the polarisation; note: potency is the fitted concentration of half-maximal effect; % of control where 0% means no effect; many of its hits are not listed in these tables
MLL CXXC-DNA inh – blocks binding of human MLL CXXC domain to DNA; MLL-CXXC / FITC-HOXA9 DNA fluorescence polarization; Potency, µM (series often up to 115 µM), without a hit: at the top dose activity change, negative = inhibition, actives largely listed as inhibitors; 0.037% of 290,000 active; AID 2662; active = well fitted inhibition curve with a large enough effect in the polarisation, with a control signal flat, not every such curve was filed as active; inconclusive = small, poorly fitted or top-dose-only effect, or effect the other way, or a change in a side signal; inactive = no such curve, though single readings can be large or run the other way; the % refers to the polarisation; note: potency is the fitted concentration of half-maximal effect
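Fluorescence polarization: 7 uM MLL-CXXC (stock) preincubated 5 min with compounds, then 50 nM fluorescein-HOX-A9 DNA (stock) added; 30 min ambient. Buffer 50 mM Tris-HCl pH 7.5, 50 mM NaCl, 1 mM DTT, 0.05% BSA.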
Starred values were filed as active, the others as inactive; ? = inconclusive; · = no result given; [ ] = another dose, or the depositor's remark. Unless noted, calls come from the whole dose curve; as a rule, active = well fitted curve in the direction sought with a large enough effect; inconclusive = small, poorly fitted or top-dose-only effect, or another doubt; inactive = no such curve, though single readings can be large; an effect the other way counts as inactive or inconclusive.

SMILES	USP2a block	Giardia kill	GALK inh	PKM2 act	TRPV1 ag	B2AR arrestin	KCNH2 3.1 block	Coupling enz	KCNH2 WT inh	Menin MLL FP TR	MLL CXXC-DNA inh
O=C(/C=C/c1ccc(F)cc1)NCc1cccs1	1%	14	1%	-3%	?	-0.8%	15	-1	41	3%	7%
Cn1nnnc1SCC(=O)N1CCN(Cc2ccccc2)CC1	2%	0	-2%	-4%	1	-0.7%	-4	-1	-5	9%	-6%
NS(=O)(=O)c1ccc(N=Cc2c(O)c3ccccc3oc2=O)cc1	0%	46[activator]	14%	1%	-1	0.0%	8	4	2	-7%	-3%
COc1ccc(OC)c(CN2CCN(Cc3cccc4ccccc34)CC2)c1	0%	5	1%	3%	-2	0.3%	-10	7	42	-22%	4%
O=C(CCN1C(=O)[C@@H]2Cc3ccccc3CN2C1=O)N[C@H](C(=O)O)c1ccccc1	4%	-12	-7%	·	1	0.0%	22	·	-6	·	6%
CCc1ccc(NS(=O)(=O)c2ccc(OC)c(C)c2)cc1	-2%	-12	-2%	3%	3	-0.3%	8	-1	-6	16%	4%
CN1CCN(C(=O)c2ccccc2NC(=O)C(C)(C)C)CC1	1%	6	1%	1%	-5	-1.0%	16	1	2	-7%	-6%
O=C(CNC(=O)CNC(=O)c1ccc(Cl)cc1Cl)NCc1cccc(Cl)c1	-1%	5	0%	2%	-6	0.1%	-1	4	4	-10%	-3%
Cc1cc2ncn(CC(O)COC3CCCCC3)c2cc1C (stereo not given)	0%	19	-3%	-1%	6	0.1%	-2	-3	1	-28%	-10%
O=[N+]([O-])/C=C/c1c(OCc2ccccc2)ccc2ccccc12	0%	·	-7%	20%	10	-0.4%	·	-1	·	4%	5%
COc1ccc(N(C(=O)c2csnn2)C(C(=O)NC2CCCC2)c2cccs2)cc1 (stereo not given)	2%	-25	1%	·	2	-0.4%	-23	2	-4	·	-6%
CC(=O)N1CCN(Cc2nc3cc(NC(=O)COc4cccc(C)c4)ccc3n2C)CC1	1%	-16	3%	7%	-3	-0.2%	-3	-2	2	-6%	12%
Cc1ccc(S(=O)(=O)Nc2c(C)nc3nc(C)[nH]n3c2=O)cc1	1%	-4	-1%	-11%	3	-0.3%	13	1	2	-7%	2%
COc1ccccc1CN(Cc1cccnc1)S(=O)(=O)c1ccc(-n2cnnn2)c(OC)c1	-1%	-9	-2%	·	4	0.2%	8	0	3	-11%	17%
CCOC(=O)CCn1c(CC(=O)OCC)nc2ccccc21	-2%	3	5%	15%	20	0.2%	-6	-1	0	-5%	-2%
C=CCNC(=O)CCNS(=O)(=O)c1ccc(Br)cc1	1%	3	-1%	1%	-2	-0.2%	4	0	-1	7%	-4%
CC(C)(C)c1cc(CN2CCN(CCO)CC2)cc(C(C)(C)C)c1O	1%	-11	-1%	-5%	3	-1.0%	-2	-11	60	-16%	1%
COc1ccccc1CNC(=O)C1CCN(S(=O)(=O)c2ccc3c(c2)CC(C)N3C(=O)C2CC2)CC1 (stereo not given)	2%	45[activator]	5%	·	1	-0.2%	-4	·	-15	·	23%
CC(C)CCN1CCNC(=O)C1CC(=O)N(C)CCCN1CCOCC1 (stereo not given)	1%	7	2%	1%	6	-0.9%	-40	-3	1	11%	2%
CCCC1COC(Cn2cncn2)(c2ccc(C)cc2)O1 (stereo not given)	-2%	1	1%	0%	4	-0.3%	-12	1	-6	-8%	-2%
c1ccc(-c2nc(N3CCCCCC3)nc(-n3ccnc3)n2)cc1	0%	1	·	-6%	26	-0.4%	-2	0	5	6%	-11%
COc1ccc(S(=O)(=O)n2c([N+](=O)[O-])cnc2C)cc1OC	0%	-24	-1%	6%	-3	-0.5%	-7	-1	1	-9%	1%
Cn1c(Cn2c(=O)sc3ccccc32)nnc1SCc1ccccc1F	-2%	3	1%	?	7	-0.2%	5	-1	1	-7%	-3%
O=C1OC2CCC1(c1ccccc1)C2 (stereo not given)	4%	-6	0%	7%	-5	0.0%	6	2	-10	-11%	0%
CC(C)(C)NC(=O)CSc1nnc(C2CC2)n1Cc1ccccc1	2%	-12	1%	0%	0	-0.5%	-7	1	-9	-10%	3%

The last 5 entries of the part above lead into the next:
SMILES	USP2a block	Giardia kill	GALK inh	PKM2 act	TRPV1 ag	B2AR arrestin	KCNH2 3.1 block	Coupling enz	KCNH2 WT inh	Menin MLL FP TR	MLL CXXC-DNA inh
c1ccc(-c2nc(N3CCCCCC3)nc(-n3ccnc3)n2)cc1	0%	1	·	-6%	26	-0.4%	-2	0	5	6%	-11%
COc1ccc(S(=O)(=O)n2c([N+](=O)[O-])cnc2C)cc1OC	0%	-24	-1%	6%	-3	-0.5%	-7	-1	1	-9%	1%
Cn1c(Cn2c(=O)sc3ccccc32)nnc1SCc1ccccc1F	-2%	3	1%	?	7	-0.2%	5	-1	1	-7%	-3%
O=C1OC2CCC1(c1ccccc1)C2 (stereo not given)	4%	-6	0%	7%	-5	0.0%	6	2	-10	-11%	0%
CC(C)(C)NC(=O)CSc1nnc(C2CC2)n1Cc1ccccc1	2%	-12	1%	0%	0	-0.5%	-7	1	-9	-10%	3%
Cc1cc([N+](=O)[O-])cc(/C=N/n2c(C)nc3ccccc3c2=O)c1O	5%	-12	3%	-5%	-1	-0.2%	-5	6	2	·	-20%
CCn1cc(C(=O)NCc2ccc3c(c2)OCO3)c(=O)c2cc(F)c(N3CCN(C)CC3)cc21	·	6	2%	0%	3	·	-8	-10	-6	?	3%
CC(=O)c1c(C)n(-c2ccc(Cl)cc2)c2ccc(O)cc12	-1%	-20	-3%	·	0	-0.7%	15	0	-4	-9%	1%
COc1cc(NC(=O)C(=O)NCCN(C)C)c(OC)cc1Cl	1%	?	0%	-5%	0	0.0%	-2	6	17	-1%	1%
CCOC(=O)CCNC(C(=O)OCC)c1ccccc1 (stereo not given)	-9%	9	2%	2%	2	0.1%	-7	0	0	·	2%
O=C(Cc1ccccn1)c1ccc(O)cc1O	2%	29	-1%	·	-1	0.4%	-8	4	-7	8%	-5%
CCn1nnc(-c2ccccc2NC(=O)c2cccc(-n3cnnn3)c2)n1	0%	2	9%	-1%	4	-1.7%	-6	4	-17	?	8%
O=C(CSCc1ccc(Cl)cc1)N1CCN(Cc2ccc3c(c2)OCO3)CC1	-6%	3	0%	6%	0	-0.2%	10	0	11	-20%	3%
COc1ccc(N(CC(=O)N2CCN(c3ccc(F)cc3)CC2)S(=O)(=O)c2c(C)noc2C)cc1	5%	-1	-4%	·	2	0.0%	-16	·	6	·	42%
CC(C)n1c(SC2C(=O)CC(C)(C)CC2=O)nc2c1c(=O)n(C)c(=O)n2C	-1%	7	-3%	-1%	1	-0.2%	-5	0	14	5%	-1%
Cc1cc(NC(=O)COC(=O)C2CCC(=O)N2)c([N+](=O)[O-])cc1C (stereo not given)	1%	-3	0%	2%	-2	-0.1%	9	1	-10	-10%	15%
Cc1ccn(CC(=O)N2N=C(C(F)F)CC2(O)C(F)F)n1 (stereo not given)	1%	4	·	-3%	1	-0.5%	17	1	16	-5%	3%
O=C(c1ccccc1[N+](=O)[O-])N1N=C(c2ccccc2)CC1(O)C(F)(F)F (stereo not given)	4%	10	-1%	1%	3	0.0%	-1	1	-5	-26%	4%
CCN(CC)S(=O)(=O)c1ccc(Cl)c(C(=O)NCCN2CCOCC2)c1	0%	1	0%	·	0	-0.8%	3	0	4	-10%	-9%
CC(C)CCn1nnnc1C(c1ccccc1)N1CCN(C)CC1 (stereo not given)	2%	-21	-3%	-2%	1	0.1%	8	2	8	-19%	12%
O=C1CSC(c2cccc([N+](=O)[O-])c2)N1c1c(F)cccc1F (stereo not given)	1%	27	-3%	2%	1	-0.1%	3	1	13	0%	2%
Cc1ccc(S(=O)(=O)N(CC(=O)N2CCCCCC2)c2ccccc2F)cc1	-1%	-20	4%	·	22	0.1%	-2	1	-6	·	-1%

These rows are one share of the data. The share of hits here may be higher or lower than overall.
